Compound activity from PubChem BioAssay.
AMA1 RON2 block = inhibitors of Plasmodium falciparum AMA1-RON2 interaction | AlphaScreen AMA1-biotinylated RON2 peptide binding | Potency, µM (doses to about 58.2 µM), for the others: at the highest dose activity change, negative = inhibition, hits mostly inhibitors | 0.2% of 360,000 active;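 further: potency means the concentration at half of the fitted maximal effect; 0% = vehicle wells and -100% = peptide control; nearly all actives have a fitted effect of over 45% in size; some results filed as inactive show a strong effect at the top dose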
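AMA1 (3D7) with his tag at 25 nM final met compounds first, then biotinylated RON2 peptide at 25 nM; detection used donor plus acceptor beads, 10 µg/mL apiece, read by AlphaScreen after 30 min at room temperature.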
AmpC inh detg = inhibitors of E. coli AmpC beta-lactamase with detergent. AmpC hydrolysis of nitrocefin, absorbance 480 nm, 0.01% Triton. Potency, µM (doses to about 114 µM), for inactives: at the top dose activity change, negative = inhibition, usual class: inhibitors. 0.041% of 370,000 active. AID 485294;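 further: potency means the concentration at half of the fitted maximal effect; 0% = no-compound wells and -100% = no-enzyme wells; nearly all actives have a fitted effect of over 25% in size; some results filed as inactive show a strong effect at the top dose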
Target sequence (P00811 whole entry, looked up): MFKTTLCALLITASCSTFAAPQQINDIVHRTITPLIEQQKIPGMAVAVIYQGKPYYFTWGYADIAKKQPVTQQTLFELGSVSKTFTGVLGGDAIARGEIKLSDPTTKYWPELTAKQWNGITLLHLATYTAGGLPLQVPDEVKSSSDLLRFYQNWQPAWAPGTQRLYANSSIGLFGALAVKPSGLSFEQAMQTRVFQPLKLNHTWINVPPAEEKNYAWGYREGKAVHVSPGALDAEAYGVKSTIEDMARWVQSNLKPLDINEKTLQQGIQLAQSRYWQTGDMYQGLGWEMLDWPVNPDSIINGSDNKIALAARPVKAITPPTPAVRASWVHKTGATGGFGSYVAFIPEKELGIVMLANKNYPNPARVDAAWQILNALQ
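AmpC (5.3 nM in the dispensed reagent) in 20 mM phosphate pH 7.0 with 0.01% (detergent screen) or 0.0001% Triton X-100 was preincubated with compounds for 15 min at room temperature. Nitrocefin was then added from an 800 uM solution, and hydrolysis was followed at 480 nm.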
Giardia FBPA inh = blocks Giardia fructose-bisphosphate aldolase activity; A8B2U2; purified Giardia FBPA; Potency, µM (series often up to 59.6 µM), for inactives: at the highest dose activity, negative = inhibition, most hits filed as inhibitors; 0.71% of 290,000 active; AID 2451; further: potency means the concentration at half of the fitted maximal effect; nearly all actives have a fitted effect of over 55% in size
Target sequence (A8B2U2 whole entry, looked up): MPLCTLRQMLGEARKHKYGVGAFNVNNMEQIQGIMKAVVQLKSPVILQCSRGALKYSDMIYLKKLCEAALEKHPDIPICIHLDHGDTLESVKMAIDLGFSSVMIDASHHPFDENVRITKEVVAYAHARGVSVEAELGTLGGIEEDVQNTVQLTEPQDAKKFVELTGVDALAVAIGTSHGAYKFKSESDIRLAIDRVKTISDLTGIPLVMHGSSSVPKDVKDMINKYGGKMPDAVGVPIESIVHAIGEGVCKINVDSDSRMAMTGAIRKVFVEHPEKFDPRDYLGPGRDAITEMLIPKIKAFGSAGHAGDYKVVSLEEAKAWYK
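40 nM FBPA preincubated 10 min at RT with compound (up to 57.5 uM final), then substrate plus GAPDH/TPI/NAD/arsenate coupling and diaphorase/resazurin added. Fluorescence read after 20 min at RT, 525/598 nm.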
HCMV antiviral = inhibitors of human cytomegalovirus; 4.5% of 410,000 active; HFF cells, HCMV-luciferase reporter, 72 h; stronger effect = lower value; activity change, negative = inhibition, % at 57.5 µM; AID 1259415; in the data active means activity change below about -60%; inconclusive means no clear call, values can overlap the other calls; inactive means above about -39%
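Inhibition of viral replication was scored as loss of reporter luminescence in HFFs infected with HCMV-luciferase (MOI 1 PFU/cell) for 72 h; compounds tested at 2 doses, normalized to buffer and Salinomycin controls.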
AmpC inh no detg = blocks E. coli AmpC beta-lactamase in detergent-free assay | P00811 | AmpC nitrocefin hydrolysis, absorbance 480 nm, 0.0001% Triton | Potency, µM (highest dose often 57.1 µM), for inactives: at the highest dose activity change, negative = inhibition, actives largely listed as inhibitors | 0.52% of 330,000 active;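 further: potency means the concentration at half of the fitted maximal effect; plate controls were no compound for no effect and no enzyme for full effect; nearly all actives have a fitted effect of over 20% in size; some results filed as inactive show a strong effect at the top dose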
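AmpC (5.3 nM in the dispensed reagent) in 20 mM phosphate pH 7.0 with 0.01% (detergent screen) or 0.0001% Triton X-100 was preincubated with compounds for 15 min at room temperature. Nitrocefin was then added from an 800 uM solution, and hydrolysis was followed at 480 nm.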
Sm TGR block = S. mansoni TGR enzyme inhibition | 3% of 360,000 active | AID 485364 | Potency, µM (top dose mostly 114 µM), for the others: top-dose activity change, negative = inhibition, actives largely listed as inhibitors | Q962Y6 | purified TGR, DTNB reduction, TNB absorbance 405 nm; further: potency means the concentration at half of the fitted maximal effect; nearly all actives have a fitted effect of over 60% in size
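Kinetic colorimetric format: TGR-catalysed, NADPH-driven DTNB reduction monitored via TNB absorbance. Enzyme dispensed at 20 nM; compound exposure 15 min at room temperature before reaction start.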
An asterisk follows results filed as active; & = joins results of further samples; [ ] = dose if it differs, or a comment. Unless noted, the call rests on the fitted dose curve; in most records, active means well fitted curve in the direction sought with a large enough effect; inconclusive means small, poorly fitted or top-dose-only effect, or another doubt; inactive means no such curve, though single readings can be large; an effect the other way counts as inactive or inconclusive. Unless noted, on the % scale 0 is the no-effect control and ±100 the full control effect.

Screening Cc1ccc(S(=O)(=O)N(C)c2ccc(OCC(=O)N3CCCC(C(F)(F)F)C3)cc2)cc1 (stereo not drawn) returned AMA1 RON2 block 79%[activator], AmpC inh detg inconclusive, HCMV antiviral -12, AmpC inh no detg 57% and Sm TGR block 4%.
`Cc1ccc(S(=O)Cc2ccc(C(=O)N3CCN(C(=O)c4ccco4)CC3)o2)cc1` (stereo not drawn) gave AMA1 RON2 block -3%, AmpC inh detg 2%, HCMV antiviral -36, AmpC inh no detg -1% and Sm TGR block inconclusive.
For Cc1ccc(COc2ccc(/C=N/NC(=O)CN3CCCCC3)cc2)cc1 the results were AMA1 RON2 block -12%, AmpC inh detg 0%, Giardia FBPA inh -1%, HCMV antiviral 36, AmpC inh no detg -26% and Sm TGR block 29%.
`CCc1ccc2oc(-c3ccc(C)c(NC(=O)c4ccc(C#N)cc4F)c3)nc2c1` gave AmpC inh detg -2%, HCMV antiviral 41 and Sm TGR block 6%.
`O=C(C1COc2ccccc2O1)N1CCN(c2nc3ccc(F)cc3s2)CC1` (stereo not drawn) gave AmpC inh detg -5%, HCMV antiviral inconclusive and Sm TGR block 11%.
c1ccc([C@H]2CN3C(=N2)Sc2ccccc23)cc1 was read as AMA1 RON2 block -1%, AmpC inh detg -10%, HCMV antiviral 113, AmpC inh no detg -23% and Sm TGR block -3%.
For CCCc1cc(=O)[nH]c(SCc2cc(=O)oc3cc(C)c(C(C)C)cc23)n1 the results were AMA1 RON2 block -2%, AmpC inh detg -14%, Giardia FBPA inh 7%, HCMV antiviral -12, AmpC inh no detg -22% and Sm TGR block -9%.
Screening COc1ccccc1NC(=O)C1CCC(CNc2c(N3CCCCC3)c(=O)c2=O)CC1 (stereo not drawn) returned AMA1 RON2 block -7%, AmpC inh detg 13%, Giardia FBPA inh 6%, HCMV antiviral 0, AmpC inh no detg 18% and Sm TGR block 8%.
For N#CCCn1cc(C(=O)Nc2ccc([N+](=O)[O-])cc2)c(-c2ccccc2)n1 the results were AMA1 RON2 block -5%, AmpC inh detg inconclusive, Giardia FBPA inh 5%, HCMV antiviral -32, AmpC inh no detg 0% and Sm TGR block 0%.
`CCOC(=O)c1c(NC(=O)c2ccc(Cl)cc2)csc1C` gave AMA1 RON2 block 1%, AmpC inh detg -9%, Giardia FBPA inh 3%, HCMV antiviral 20, AmpC inh no detg -22% and Sm TGR block 3%.
C=C(C)COc1ccc(-c2nc(N)nc(C(F)(F)F)c2-c2ccc(OC)cc2)c(O)c1 was read as AMA1 RON2 block 16%, AmpC inh detg -4%, Giardia FBPA inh -11%, HCMV antiviral -24, AmpC inh no detg -37% and Sm TGR block -7%.
O=C(/C=C/c1ccccc1Cl)NCCc1ccccc1 was read as AMA1 RON2 block 6%, AmpC inh detg -13%, Giardia FBPA inh 5%, HCMV antiviral 76, AmpC inh no detg -29% and Sm TGR block 11%.

A draw from above in order of count of non-hydrogen atoms, highest first.
Screening Cc1ccc(S(=O)(=O)N(C)c2ccc(OCC(=O)N3CCCC(C(F)(F)F)C3)cc2)cc1 (stereo not drawn) returned AMA1 RON2 block 79%[activator], AmpC inh detg inconclusive, HCMV antiviral -12, AmpC inh no detg 57% and Sm TGR block 4%.
Screening COc1ccccc1NC(=O)C1CCC(CNc2c(N3CCCCC3)c(=O)c2=O)CC1 (stereo not drawn) returned AMA1 RON2 block -7%, AmpC inh detg 13%, Giardia FBPA inh 6%, HCMV antiviral 0, AmpC inh no detg 18% and Sm TGR block 8%.
`Cc1ccc(S(=O)Cc2ccc(C(=O)N3CCN(C(=O)c4ccco4)CC3)o2)cc1` (stereo not drawn) gave AMA1 RON2 block -3%, AmpC inh detg 2%, HCMV antiviral -36, AmpC inh no detg -1% and Sm TGR block inconclusive.
For CCCc1cc(=O)[nH]c(SCc2cc(=O)oc3cc(C)c(C(C)C)cc23)n1 the results were AMA1 RON2 block -2%, AmpC inh detg -14%, Giardia FBPA inh 7%, HCMV antiviral -12, AmpC inh no detg -22% and Sm TGR block -9%.
c1ccc([C@H]2CN3C(=N2)Sc2ccccc23)cc1 was read as AMA1 RON2 block -1%, AmpC inh detg -10%, HCMV antiviral 113, AmpC inh no detg -23% and Sm TGR block -3%.

The list continues:
For CCn1cc(C(=O)O)c(=O)c2cnc(N3CCN(C(=S)NC(=O)c4ccc(OC)cc4)CC3)nc21 the results were AMA1 RON2 block 72%[activator], AmpC inh detg 4%, Giardia FBPA inh 14%, HCMV antiviral 1, AmpC inh no detg -7% and Sm TGR block 5%.
Screening O=C(CSc1nnc(CNc2ccc(F)cc2)o1)c1ccccc1 returned AMA1 RON2 block -23%, AmpC inh detg 0%, Giardia FBPA inh -15%, HCMV antiviral -29, AmpC inh no detg -19% and Sm TGR block 1%.
CCOC(=O)C(=O)/C(C#N)=C/Nc1ccc(Cl)cc1 was read as AMA1 RON2 block 3%, AmpC inh detg 3%, Giardia FBPA inh -25%, HCMV antiviral 26, AmpC inh no detg -25% and Sm TGR block inconclusive.
CCC(C)(C)C1CCC2(CC1)NC(=O)N(CC(=O)NCCOc1ccccc1)C2=O (stereo not drawn) was read as AMA1 RON2 block -6%, AmpC inh detg -26%, HCMV antiviral -15, AmpC inh no detg 15% and Sm TGR block -12%.
Screening COCC(C)n1c(C)cc(C(=O)COc2ccc(C)nc2[N+](=O)[O-])c1C (stereo not drawn) returned AMA1 RON2 block -12%, AmpC inh detg 2%, Giardia FBPA inh -9%, HCMV antiviral -71*, AmpC inh no detg 20% and Sm TGR block 59%[activator].
`CCOC(CNC(=O)CN1C(=O)COc2ccc(S(=O)(=O)N3CCCC3)cc21)OCC` gave AMA1 RON2 block -1%, AmpC inh detg inconclusive, Giardia FBPA inh -4%, HCMV antiviral 1, AmpC inh no detg -4% and Sm TGR block -11%.
Screening CCn1c(CSc2nnc(-c3ccoc3C)n2C)nc2cc(S(=O)(=O)N(C)C)ccc21 returned AMA1 RON2 block -1%, AmpC inh detg inconclusive, Giardia FBPA inh -12%, HCMV antiviral -6, AmpC inh no detg 28% and Sm TGR block inconclusive.
CN(C)/C=N/c1cc(=O)[nH]c(=O)n1Cc1ccccc1 was read as AMA1 RON2 block -2%, AmpC inh detg -23%, Giardia FBPA inh 4%&1%, HCMV antiviral 22, AmpC inh no detg -8% and Sm TGR block -4%.
For COc1ccc(N(CC(=O)NCc2cccs2)S(=O)(=O)c2ccc(F)cc2)cc1 the results were AMA1 RON2 block -4%, AmpC inh detg inconclusive, HCMV antiviral inconclusive, AmpC inh no detg -31% and Sm TGR block -12%.
Screening O=C(CSc1ccc(-c2ccccn2)nn1)NC1CCCC1 returned AMA1 RON2 block -10%, AmpC inh detg 7%, Giardia FBPA inh 12%, HCMV antiviral -12, AmpC inh no detg -6% and Sm TGR block 6%.
`O=C(CCC(=O)N1CCOCC1)Nc1nnc(C2CCCCC2)s1` gave AMA1 RON2 block 0%, AmpC inh detg -3%, Giardia FBPA inh 11%, HCMV antiviral 20, AmpC inh no detg 1% and Sm TGR block 2%.
Screening Cc1nc(N2CCOCC2)c2c(C)c(C(=O)Nc3ccccc3C(F)(F)F)sc2n1 returned AMA1 RON2 block -4%, AmpC inh detg -2%, Giardia FBPA inh -8%, HCMV antiviral -19, AmpC inh no detg 105%[activator] and Sm TGR block -14%.
Cc1ccc(NC(=O)Cn2c(=O)n(Cc3nc(-c4ccccc4)no3)c(=O)c3ccccc32)cc1C was read as AmpC inh detg -1%, HCMV antiviral 1 and Sm TGR block 4%.
For Cc1cc(C(=O)Nc2cccc(C)c2C)c2ccccc2n1 the results were AMA1 RON2 block -4%, AmpC inh detg -15%, Giardia FBPA inh -2%, HCMV antiviral inconclusive, AmpC inh no detg -12% and Sm TGR block 6%.
`COc1ccccc1-c1nnc(SCc2nc3ccccc3[nH]2)n1C` gave AMA1 RON2 block 9%, AmpC inh detg -7%, Giardia FBPA inh -5%, HCMV antiviral 53, AmpC inh no detg -35% and Sm TGR block -10%.
For CCn1cc(S(=O)(=O)c2cccc(Cl)c2)c(=O)c2cc(F)c(N3CCC(C)CC3)cc21 the results were AmpC inh detg 3%, HCMV antiviral -25 and Sm TGR block 2%.
C[N+]1(C)CCN(c2ccccc2)CC1 was read as AMA1 RON2 block 8%, AmpC inh detg 1%, Giardia FBPA inh -1%&1%, HCMV antiviral 23, AmpC inh no detg -18% and Sm TGR block -5%.
Screening CN(CCC#N)C(=O)CSc1nnc(-c2c[nH]c3ccccc23)o1 returned AMA1 RON2 block -2%, AmpC inh detg -10%, Giardia FBPA inh 4%, HCMV antiviral 50, AmpC inh no detg -16% and Sm TGR block inconclusive.
Cc1oc(-c2ccc(Cl)cc2)cc1C(=O)/C(C#N)=C/Nc1cccc(OC(F)(F)F)c1 was read as AMA1 RON2 block -3%, AmpC inh detg inconclusive, Giardia FBPA inh 0%, HCMV antiviral 32, AmpC inh no detg -47% and Sm TGR block -14%.
For CCN(c1ccccc1)S(=O)(=O)c1cc([N+](=O)[O-])ccc1N the results were AMA1 RON2 block -15%, AmpC inh detg 0%, Giardia FBPA inh 5%, HCMV antiviral -37, AmpC inh no detg -4% and Sm TGR block -2%.
`O=C(Nc1ccccc1-c1ccccc1)c1ccc(Br)o1` gave AMA1 RON2 block 22%, AmpC inh detg 4%, Giardia FBPA inh 5%, HCMV antiviral -26, AmpC inh no detg -49% and Sm TGR block -13%.
For Cc1ccc(C(=O)NC(C)c2ccc(-n3ccnc3)cc2)cc1 (stereo not drawn) the results were AMA1 RON2 block -11%, AmpC inh detg 5%, Giardia FBPA inh 12%, HCMV antiviral 39, AmpC inh no detg -10% and Sm TGR block 10%.
COc1cccc(NC(=O)OCCN2CCN(Cc3ccccc3)CCC2=O)c1 was read as AMA1 RON2 block -12%, AmpC inh detg -16%, Giardia FBPA inh 6%&-7%, HCMV antiviral -8, AmpC inh no detg 48% and Sm TGR block -5%.
`CC(C)(C)OC(=O)C(Cl)(C(=O)OC(C)(C)C)c1ccc2nnnn2n1` gave AMA1 RON2 block -11%, AmpC inh detg 7%, Giardia FBPA inh -2%, HCMV antiviral 63, AmpC inh no detg 26% and Sm TGR block -13%.
`Cn1cc(S(=O)(=O)Nc2ccc(Cl)cc2Cl)c(=O)n(C)c1=O` gave AMA1 RON2 block 24%, AmpC inh detg inconclusive, Giardia FBPA inh 0%, HCMV antiviral 26, AmpC inh no detg -1% and Sm TGR block -5%.
Screening S=c1[nH]nc(-c2cccnc2)n1/N=C/C=C/c1ccccc1 returned AMA1 RON2 block 107%[activator], AmpC inh detg -11%, Giardia FBPA inh 16%, HCMV antiviral inconclusive, AmpC inh no detg -22% and Sm TGR block 3%.
For CC(Sc1nnc(CC(=O)Nc2ccccc2F)n1C)C(=O)Nc1nccs1 (stereo not drawn) the results were AMA1 RON2 block -11%, AmpC inh detg 0%, Giardia FBPA inh -16%, HCMV antiviral 22, AmpC inh no detg -12% and Sm TGR block 8%.
Screening CCCCNc1ncnc2c1nnn2Cc1ccccc1Cl returned AMA1 RON2 block -1%, AmpC inh detg -6%, Giardia FBPA inh 10%, HCMV antiviral -20, AmpC inh no detg -13% and Sm TGR block 13%.
